High-throughput results from PubChem.
NCOA1 inh: human NCOA1 inhibition; inhibition, % at 3.6 µM; HEK293 GAL4-SRC1 luciferase reporter, luminescence; 360,000 tested, 0.12% active; Q15788;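 active means inhibition above the campaign mean plus 3 SD, with each screening campaign given its own cutoff, cut at about 60% in these data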;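 further: 0% = DMSO treated cells and 100% = gossypol at 36 µM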
EBV LMP1 NFkB: inhibitors of Epstein-Barr LMP1-induced NF-kappaB reporter; LMP1-induced NF-kappaB luciferase reporter cells, luminescence; 350,000 tested, 0.69% active; inhibition, % at 12.5 µM; in the data active means inhibition above about 41%;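 further: 0% = neutral control wells and 100% = reference inhibitor control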
SRC3 inh: human NCOA3 inhibition | HEK293 GAL4-SRC3 luciferase reporter, luminescence | 360,000 tested, 0.17% active | inhibition, % at 3.6 µM;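 active means inhibition above a per-campaign cutoff, the mean of all compounds plus 3 SD, cut at about 60% in these data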;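 further: 0% = DMSO-treated cells and 100% = gossypol-treated cells at 36 µM; higher means less SRC3-driven luciferase light from the GAL4 reporter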
NR5A2 inv ag: NR5A2 inverse agonism in reporter assay. HEK293T StAR-luciferase reporter, LRH-1 transfected, 24 h. 360,000 tested, 0.13% active. AID 602396. O00482. inhibition, % at 3.6 µM;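 active means inhibition above the mean inhibition of all tested compounds plus 3 SD, cut at about 73% in these data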;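 further: 0% = DMSO wells and 100% = reporter-only cells lacking LRH-1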
TRAIL sens C8: caspase-8 TRAIL sensitization. NB7+C8 cells + TRAIL, ATPlite viability luminescence. inhibition (viability loss, TRAIL sensitization), % at 10 µM. 360,000 tested, 1% active. AID 624354;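 active means compounds causing at least 50% loss of cell viability in the single-dose screen, relative to plate controls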
TROY signal inh: TROY signaling inhibition; inhibition, % at 10 µM; AID 1347056; 360,000 tested, 0.98% active; Q293 LMP1-TROYcd NF-kB luciferase reporter, 4 h;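 active means compounds whose plate-normalised and pattern-corrected inhibition of the luciferase reporter signal at the single screening dose is 50% or more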
NCOA2 inhibitor: human SRC2 (NCOA2) inhibition. Q15596. HEK293 GAL4-SRC2 luciferase reporter, luminescence. inhibition, % at 9 µM. 370,000 tested, 0.17% active;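 active means inhibition above the mean inhibition of all tested compounds plus 3 SD, set per campaign, cut at about 52% in these data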;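 further: 0% = DMSO treated cells and 100% = cells given Gossypol at 36 µM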
Target sequence (Q15596 whole entry, looked up, the tested form may be a part): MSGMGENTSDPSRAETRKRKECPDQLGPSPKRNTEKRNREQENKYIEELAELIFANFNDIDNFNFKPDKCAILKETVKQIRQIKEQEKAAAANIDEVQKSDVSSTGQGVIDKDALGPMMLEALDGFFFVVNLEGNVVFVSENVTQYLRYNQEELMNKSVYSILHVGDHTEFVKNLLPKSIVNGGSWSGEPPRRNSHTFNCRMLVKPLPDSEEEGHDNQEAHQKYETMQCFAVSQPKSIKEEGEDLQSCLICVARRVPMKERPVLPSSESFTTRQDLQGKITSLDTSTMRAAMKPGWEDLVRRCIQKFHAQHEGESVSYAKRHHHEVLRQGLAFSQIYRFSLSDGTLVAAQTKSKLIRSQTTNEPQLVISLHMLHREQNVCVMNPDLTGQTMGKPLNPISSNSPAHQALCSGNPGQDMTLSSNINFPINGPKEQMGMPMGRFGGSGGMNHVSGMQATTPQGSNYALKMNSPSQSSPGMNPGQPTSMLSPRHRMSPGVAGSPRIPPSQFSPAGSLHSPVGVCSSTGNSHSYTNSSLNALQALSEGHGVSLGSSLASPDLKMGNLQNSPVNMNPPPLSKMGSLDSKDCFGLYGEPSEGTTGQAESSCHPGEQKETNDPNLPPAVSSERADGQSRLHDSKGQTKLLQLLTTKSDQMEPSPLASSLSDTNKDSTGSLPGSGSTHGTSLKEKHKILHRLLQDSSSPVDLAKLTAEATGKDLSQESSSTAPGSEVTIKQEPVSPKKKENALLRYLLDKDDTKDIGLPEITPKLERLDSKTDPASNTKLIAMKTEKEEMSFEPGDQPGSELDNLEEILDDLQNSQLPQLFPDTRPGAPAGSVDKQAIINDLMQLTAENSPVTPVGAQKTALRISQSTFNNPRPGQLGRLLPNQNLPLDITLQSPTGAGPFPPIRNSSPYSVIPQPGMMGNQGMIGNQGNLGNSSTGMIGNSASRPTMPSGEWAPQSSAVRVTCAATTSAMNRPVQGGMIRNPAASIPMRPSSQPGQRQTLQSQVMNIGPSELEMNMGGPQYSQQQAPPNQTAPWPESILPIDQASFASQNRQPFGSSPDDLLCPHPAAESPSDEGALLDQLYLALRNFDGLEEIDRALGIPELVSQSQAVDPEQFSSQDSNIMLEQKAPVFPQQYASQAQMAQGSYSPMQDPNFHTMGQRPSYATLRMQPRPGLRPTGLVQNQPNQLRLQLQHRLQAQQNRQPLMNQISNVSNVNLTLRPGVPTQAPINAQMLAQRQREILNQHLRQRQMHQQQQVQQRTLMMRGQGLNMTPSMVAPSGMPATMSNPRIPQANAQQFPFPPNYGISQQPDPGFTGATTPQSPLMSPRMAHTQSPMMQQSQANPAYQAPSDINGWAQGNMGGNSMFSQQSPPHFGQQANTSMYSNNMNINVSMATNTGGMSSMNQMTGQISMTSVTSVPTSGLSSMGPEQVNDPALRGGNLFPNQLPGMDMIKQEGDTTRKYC
KKLEB tox: CF airway cell cytotoxicity counter-screen. KKLEB CF airway cells viability, ATPlite luminescence, overnight; stronger effect = lower value; cells stimulated with P. aeruginosa culture filtrate. activity change (cytotoxicity), % at 5 µM. 360,000 tested, 0.36% active. AID 602141;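 active means corrected activity change at or below -50% at 5 µM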
CF NFkB block: cystic fibrosis NF-kB activation inhibition. inhibition, % at 5 µM. KKLEB NF-kB-GFP reporter, PAF-induced, GFP fluorescence overnight. 360,000 tested, 0.86% active;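 active means at least 50% inhibition at 5 µM, scaled per plate between neutral and stimulator controls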;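 further: PAF is a Pseudomonas aeruginosa culture filtrate used as stimulus; plate controls were PAF-stimulated DMSO wells for no effect and unstimulated DMSO wells for full effect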
TWEAK Fn14 block: blocks TWEAK-Fn14 interaction in a reporter cell assay. TWEAK-stimulated Fn14 reporter cells, luciferase luminescence, 8 h. inhibition, % at 10 µM. 360,000 tested, 2% active; in the data active means inhibition above about 50%
NR2F2 inh: NR2F2 (human) inhibition, primary screen. AID 686940. inhibition, % at 8.6 µM. 370,000 tested, 0.7% active. HEK293T NGFI-A luciferase reporter, luminescence. P24468;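 active means inhibition above a per-plate cutoff, mean inhibition of test wells between control levels plus 3 SD, cut at about 38% in these data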;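 further: cells cotransfected with COUP-TFII expression vector driving the NGFI-A reporter; 0% = median of COUP-TF2 test wells and 100% = reporter-only cells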
Numbers without * were called inactive; nt = not tested or not shown.

mol | NCOA1 inh | EBV LMP1 NFkB | SRC3 inh | NR5A2 inv ag | TRAIL sens C8 | TROY signal inh | NCOA2 inhibitor | KKLEB tox | CF NFkB block | TWEAK Fn14 block | NR2F2 inh
Cc1ccc(C)c(NC(=O)CN(C)C(=O)C2CCN(C(=O)Nc3ccccc3)CC2)c1 | -23 | -8 | -19 | -28 | -5 | -30 | -7 | 13 | -2 | -3 | 4
O=C(O)CCC(=O)N1CCN(c2nc3ccccc3s2)CC1 | -2 | 6 | -8 | 10 | -6 | -11 | -5 | 3 | -4 | 12 | 5
CC(C)C(NC(=O)Cc1ccccc1)C(=O)N1CCN(c2cccc(Cl)c2)CC1 (centres undefined) | -5 | 14 | 16 | -21 | 21 | 27 | 27 | -16 | 21 | 26 | 65*
CCCC(=O)N1CCCC(c2nc(-c3cccc(OC)c3)no2)C1 (centres undefined) | -102 | -9 | -99 | -112 | 16 | 23 | -36 | -2 | -8 | 2 | -31
CCNC(=O)c1ccc(NC(=O)CC2SC(N3CCCC3)=NC2=O)cc1 (centres undefined) | -16 | 5 | 19 | 5 | 3 | -8 | -44 | 4 | -7 | 2 | -19
O=C(NC1CCCC1)c1ccc(Cl)c(S(=O)(=O)N2CCOCC2)c1 | -1 | 1 | 1 | -20 | 3 | 3 | -22 | 2 | -18 | -2 | 2
COc1cc(-c2[nH]nc3c2C(c2ccco2)C(C#N)=C(N)O3)cc(OC)c1OC (centres undefined) | -9 | -8 | -1 | 25 | -2 | -13 | -7 | 3 | -8 | 14 | 7
CC(=O)Oc1c(-c2ccco2)oc2ccccc2c1=O | -10 | 8 | 10 | -22 | 11 | -1 | -8 | 0 | 5 | 3 | -5
O=C(O)CC1(CC(=O)Nc2cccc(C(F)(F)F)c2)CCCC1 | 9 | 0 | 4 | 9 | 12 | -20 | -3 | -2 | -6 | 8 | 0
CC(C)(C)NC(=O)C(c1cccs1)N(C(=O)c1csnn1)c1ccccc1F (centres undefined) | -6 | -4 | 12 | 5 | -4 | 7 | -11 | 4 | -17 | 6 | 7
O=C(COC(=O)c1ccc2ccccc2n1)NC1CCCCC1 | -11 | -1 | -1 | -17 | -18 | 11 | -10 | 15 | -25 | 11 | 29
COc1ccccc1NC(=O)CSc1ncc(CO)n1Cc1ccc(F)cc1 | 2 | 6 | -4 | -2 | -9 | -2 | -3 | -3 | -4 | 3 | -4
O=C1CC2(CCN(C(=O)c3cccc(Cl)c3)CC2)Oc2ccccc21 | -2 | -4 | 4 | -9 | 1 | -3 | 0 | 4 | 5 | -2 | 3
COc1ccc(C(C)=O)cc1CN1C(=O)NC(c2ccccc2)(c2ccccc2)C1=O | 16 | -2 | 14 | 8 | 12 | -14 | 7 | 7 | 6 | 15 | 7
CCCCn1c(N)c(N(CC)C(=O)c2cnc(C)cn2)c(=O)[nH]c1=O | 2 | -4 | 3 | 15 | -8 | -10 | 7 | 3 | -4 | 9 | -7
Cc1cc(NS(=O)(=O)c2ccc(NC(=S)NC(=O)c3ccc(F)cc3Cl)cc2)no1 | 0 | 0 | 12 | -23 | -1 | 0 | 12 | 0 | 4 | 4 | -4
Cc1ccc(Sc2ncnc3onc(C)c23)cc1 | 5 | 19 | 11 | 15 | 2 | 27 | 7 | 0 | 22 | 43 | 15
OC(c1ccccc1)(c1ccccc1)c1ncc[nH]1 | -5 | -6 | -4 | 5 | -2 | -5 | 23 | -3 | -18 | -10 | -12
O=C(CSC(=S)N1CCCC1)Nc1cc2c(cc1Br)OCCO2 | -9 | -11 | 12 | -6 | 11 | -16 | 10 | -4 | -6 | -1 | 1
CCN(CC(=O)NCc1cccs1)C(=O)c1ccc(OC)c(OC)c1 | -6 | 8 | 14 | 11 | -12 | 4 | -17 | 3 | -37 | 11 | -5
Cc1cccc(NC(=O)c2ccc(COc3ccccc3[N+](=O)[O-])o2)n1 | 3 | -8 | 15 | -1 | -7 | -12 | 0 | 1 | -1 | -6 | 0
Cc1ccc(N=Cc2c(O)n(-c3nccs3)c(=O)c3ccccc23)cc1 | -12 | -13 | 14 | -25 | -2 | -6 | -7 | 10 | -6 | 1 | 2
CCN(CC)S(=O)(=O)c1ccc(C(=O)Oc2coc(CSc3nc(C)cc(C)n3)cc2=O)cc1 | -40 | 0 | 10 | 12 | 0 | 31 | 22 | 13 | -3 | 18 | 13
NC(=NC(=O)c1ccc(OCC(F)(F)F)nc1)c1ccc(Cl)cc1 | 4 | -25 | 3 | 12 | -4 | -7 | -18 | 2 | 8 | 1 | 12
O=C(NCc1ccccc1CN1CCCC1)c1ccc(Cl)c(N2CCCC2=O)c1 | 1 | 4 | -1 | -3 | 0 | -13 | -8 | -11 | 24 | 11 | -1

Some of these compounds in order of their number in NR5A2 inv ag, smallest number first:
SMILES | NR5A2 inv ag
Cc1ccc(C)c(NC(=O)CN(C)C(=O)C2CCN(C(=O)Nc3ccccc3)CC2)c1 | -28
CC(=O)Oc1c(-c2ccco2)oc2ccccc2c1=O | -22
Cc1ccc(Sc2ncnc3onc(C)c23)cc1 | 15

Returning to the listing; the 3 compounds before the break are reprinted first.
mol | NCOA1 inh | EBV LMP1 NFkB | SRC3 inh | NR5A2 inv ag | TRAIL sens C8 | TROY signal inh | NCOA2 inhibitor | KKLEB tox | CF NFkB block | TWEAK Fn14 block | NR2F2 inh
CCN(CC)S(=O)(=O)c1ccc(C(=O)Oc2coc(CSc3nc(C)cc(C)n3)cc2=O)cc1 | -40 | 0 | 10 | 12 | 0 | 31 | 22 | 13 | -3 | 18 | 13
NC(=NC(=O)c1ccc(OCC(F)(F)F)nc1)c1ccc(Cl)cc1 | 4 | -25 | 3 | 12 | -4 | -7 | -18 | 2 | 8 | 1 | 12
O=C(NCc1ccccc1CN1CCCC1)c1ccc(Cl)c(N2CCCC2=O)c1 | 1 | 4 | -1 | -3 | 0 | -13 | -8 | -11 | 24 | 11 | -1
CCOc1ccc(S(=O)(=O)n2cnc(C)c2)cc1 | 15 | -4 | -11 | 0 | 10 | 6 | 5 | -20 | -3 | 9 | -4
O=S(=O)(c1ccccc1)N1CCN(Cc2ccc(Cl)cc2)CC1 | -8 | 16 | 12 | 18 | 7 | 19 | -21 | 9 | -10 | 20 | -3
O=C(NCc1ccc2c(c1)OCO2)c1ccccc1Cl | -39 | -7 | -5 | -17 | -6 | -2 | -11 | 0 | 2 | -1 | -12
Cc1csc(NC(=O)CSc2ccc3nnc(-c4ccncc4)n3n2)n1 | 3 | 1 | 1 | 5 | -11 | 12 | -1 | 7 | -12 | -3 | -1
Cc1ccc(N(C(=O)c2csnn2)C(C(=O)NC2CCCC2)c2ccncc2)c(C)c1 (centres undefined) | -17 | 0 | 9 | -1 | -23 | -3 | 9 | -4 | -4 | 10 | -9
Cc1[nH]nc2c1C1(CCN(Cc3ccccc3)CC1)C(C#N)=C(N)O2 | -6 | 10 | 20 | 18 | 2 | 14 | -35 | 11 | -2 | 6 | -1
CCN(CC(=O)NC(C)(C)C)C(=O)c1ccccc1SCC(=O)NC1CCCCCCC1 | 7 | -8 | -4 | 13 | -3 | 14 | -11 | 24 | -29 | 6 | 3
O=C(COc1ccccc1Br)Nc1ccccc1C(F)(F)F | 12 | -14 | -2 | -35 | 1 | -44 | -13 | 5 | -3 | -14 | -11
CCCC(C(=O)NC1CCCC1)N(Cc1ccccc1)C(=O)c1snc(C(N)=O)c1N (centres undefined) | 4 | -13 | 5 | 20 | 1 | 13 | 3 | -16 | 4 | 17 | 13
COc1cccc(NC(=O)Cc2nnc(SCCOc3ccccc3)n2C)c1 | -1 | -5 | 8 | -2 | -9 | -4 | 5 | 4 | 4 | -2 | 9
C[C@@H]1CN([C@H](C)CO)C(=O)CCCn2cc(nn2)CO[C@H]1CN(C)C(=O)c1ccc2ccn(C)c2c1 | 13 | nt | 17 | 0 | 2 | -3 | -28 | -16 | -11 | -14 | -10
COc1ccccc1CCNC(=O)c1cc(COc2cccc(C(F)(F)F)c2)on1 | 15 | 1 | 14 | -1 | -16 | 23 | -20 | 0 | 29 | -4 | -4
Cc1cccc(C)c1NC(=S)N1CCCCCC1 | -8 | 23 | -13 | 15 | 1 | 1 | -16 | -5 | 7 | 2 | 10
Cc1noc(C)c1CCC(=O)Nc1cc(Cl)ccc1C(=O)O | 0 | 7 | -15 | -32 | -6 | -16 | -51 | 5 | 6 | 4 | 7
CCC(C)NC(=O)/C=C/c1ccc(S(=O)(=O)NCc2ccco2)cc1 (centres undefined) | 8 | 1 | 28 | -2 | 12 | -5 | 0 | 4 | 6 | 0 | 12
COCCNC(=S)N1CCN(C(c2ccccc2)c2ccccc2)CC1 | -59 | -11 | 7 | -3 | -17 | -1 | 0 | 2 | -13 | -9 | 6
CNC(=O)Nc1cc(C(F)(F)F)cc(C(F)(F)F)c1 | -10 | 4 | 11 | -14 | -10 | -2 | 4 | -2 | -6 | 11 | 7
O=C(Nc1cccc(C(F)(F)F)c1)C1Cc2c(-c3cccc(F)c3)ccnc2O1 (centres undefined) | 5 | nt | 9 | 2 | 24 | 39 | 1 | -17 | 7 | 10 | 24
Cc1ccc(S(=O)(=O)N2CCN(C(=O)CCC(=O)OCC(=O)Nc3cccc(C#N)c3)CC2)cc1 | 0 | 7 | -3 | 4 | -19 | -9 | -27 | 4 | -7 | -14 | 1
Cc1c(NC(=O)C(C)N2C(=O)NC3(CCC(C)CC3)C2=O)c(=O)n(-c2ccccc2)n1C (centres undefined) | -7 | 4 | -18 | 3 | -9 | 8 | 8 | -9 | 24 | -4 | 3
c1ccc(SC23CCCCN(CCC2)[C@]32CO2)cc1 (some centres undefined) | nt | nt | nt | -6 | -5 | 4 | 5 | nt | nt | 1 | -2
COCc1cc(=O)oc2cc(NS(=O)(=O)c3ccc(C)cc3)ccc12 | -11 | nt | 13 | -15 | 3 | 2 | 14 | 1 | 12 | 9 | 14
Cc1ccc(OCCCN2C(=O)C(=O)c3cc(C)ccc32)cc1 | -14 | -5 | 3 | -16 | 6 | -42 | 20 | -5 | 5 | 0 | -9
Cc1ccc(F)c(S(=O)(=O)NC(=O)C2(C)CCN2C(=O)C2(c3ccc(Cl)cc3)CCC2)c1 (centres undefined) | 3 | nt | 9 | -6 | -6 | -2 | 8 | -2 | -7 | 12 | -4
CC1C/C(=N\NC(=S)NC(C)C)CC(C)(C)C1 (centres undefined) | -3 | 4 | 2 | -28 | 12 | -8 | -36 | 6 | -12 | 17 | 7
Nc1c2nc(-c3ccccc3Cl)[nH]c(=O)c2nc(=O)n1-c1ccccc1 | -32 | -1 | -24 | -21 | -10 | -20 | 7 | -4 | 4 | -12 | 2
O=C(NCC(c1ccco1)N1CCCC1)c1cc2cc(Cl)ccc2o1 (centres undefined) | -6 | 2 | 24 | -8 | 17 | -17 | 1 | 3 | 3 | 5 | 22
COCCOC(=O)C1=C(C)OC(N)=C(C#N)C1c1cc2cccc(C)c2nc1Cl (centres undefined) | 10 | -6 | -1 | 3 | -10 | -23 | 0 | -5 | 11 | 3 | 7
